# Bioassay records deposited in PubChem BioAssay by NCI.
# NCI-60 one-dose screen, 48 h, at 10 µM unless noted. Numbers give growth in % (100 = growth as untreated, 0 = no growth, -100 = all killed).
# SF-539 = SF-539 CNS cancer | 81,000 tested, 6.8% active | AID 1794752
# RXF 393 = RXF 393 renal cancer cells; 77,000 tested, 6.9% active
# SF-268 = SF-268 CNS cancer cells; AID 1794759; 82,000 tested, 3.1% active
# CAKI-1 = CAKI-1 renal cancer; 75,000 tested, 4.7% active; AID 1794772
# ACHN = ACHN renal cancer | 81,000 tested, 4.9% active
# A498 = A498 renal cancer cells | 76,000 tested, 5.4% active | AID 1794774
# SNB-75 = SNB-75 CNS cancer; 79,000 tested, 5% active
# SNB-19 = SNB-19 CNS cancer cells | 81,000 tested, 2.5% active
# * marks the source's active call; other numbers are inactive results; x = no result given; & = joins results of further samples; [ ] = remark or other dose. The calls were made as follows: active = growth percent below 10; inactive = the rest.
# Start of the listing, in advance:
SMILES,SF-539,RXF 393,SF-268,CAKI-1,ACHN,A498,SNB-75,SNB-19
COc1ccc2c(c1)CCC1=C2NC(=S)NC1c1cc(I)c(O)c(OC)c1 (centres undefined),89,110,84,51,77,118,61,63
COc1ccc(OC)c(/C=C2\C(=O)ON=C2C)c1,95,113,98,94,96,86,82,96
COc1ccc(-c2nnc(SC/C(=N/O)c3ccccc3)n2-c2ccccc2)cc1OC,103,102,110,98,95,94,91,101
O=C(/C=C/Nc1cc(-c2ccccc2)nn1-c1ccccc1)c1ccccc1,99,87,94,93,96,62,102,93
Cn1cc(-c2nn3cc(-c4nccs4)nc3s2)c2cc(Cl)ccc21,95,103,92,83,93,102,101,91
O=C(CCCCC(=O)OC1CCCCC1)OC1CCCCC1,110,114,98,89,103,101,79,101
COc1cc(/C=C2\C(=O)Nc3ccccc32)ccc1OCc1ccccn1,85,x,94,x,91,78,106,90
COc1ccc(-c2cc(C(=O)Nc3ccc(C)cc3)nc3[nH]c(=O)sc23)cc1,76,86,89,61,90,9.8*,102,58
COc1ccc(C(=O)CSc2nc(Nc3ccc(S(N)(=O)=O)cc3)cc(-c3ccccc3)n2)cc1,98,96,107,87,72,80,90,98
C/C(=N\Nc1ncc(C#N)c(N)n1)c1ccc(Br)cc1,93,103,86,x,104,83,90,100
COc1ccc(CCC2CCCCN2CCc2ccccc2)cc1OC (centres undefined),103,98,101,91,108,79,93,100
CCOC(=O)c1cc(CC)sc1N,108,102,98,101,120,112,94,100
CN1C(=O)C2(Nc3ccccc3-c3ccnn32)c2cc(Cl)ccc21 (centres undefined),97,108,93,94,103,x,79,110
N#CCc1nc(Cl)cc(Cl)n1,107,98,110,101,107,117,93,104

# Main list, from the first entry:
SMILES,SF-539,RXF 393,SF-268,CAKI-1,ACHN,A498,SNB-75,SNB-19
COc1ccc2c(c1)CCC1=C2NC(=S)NC1c1cc(I)c(O)c(OC)c1 (centres undefined),89,110,84,51,77,118,61,63
COc1ccc(OC)c(/C=C2\C(=O)ON=C2C)c1,95,113,98,94,96,86,82,96
COc1ccc(-c2nnc(SC/C(=N/O)c3ccccc3)n2-c2ccccc2)cc1OC,103,102,110,98,95,94,91,101
O=C(/C=C/Nc1cc(-c2ccccc2)nn1-c1ccccc1)c1ccccc1,99,87,94,93,96,62,102,93
Cn1cc(-c2nn3cc(-c4nccs4)nc3s2)c2cc(Cl)ccc21,95,103,92,83,93,102,101,91
O=C(CCCCC(=O)OC1CCCCC1)OC1CCCCC1,110,114,98,89,103,101,79,101
COc1cc(/C=C2\C(=O)Nc3ccccc32)ccc1OCc1ccccn1,85,x,94,x,91,78,106,90
COc1ccc(-c2cc(C(=O)Nc3ccc(C)cc3)nc3[nH]c(=O)sc23)cc1,76,86,89,61,90,9.8*,102,58
COc1ccc(C(=O)CSc2nc(Nc3ccc(S(N)(=O)=O)cc3)cc(-c3ccccc3)n2)cc1,98,96,107,87,72,80,90,98
C/C(=N\Nc1ncc(C#N)c(N)n1)c1ccc(Br)cc1,93,103,86,x,104,83,90,100
COc1ccc(CCC2CCCCN2CCc2ccccc2)cc1OC (centres undefined),103,98,101,91,108,79,93,100
CCOC(=O)c1cc(CC)sc1N,108,102,98,101,120,112,94,100
CN1C(=O)C2(Nc3ccccc3-c3ccnn32)c2cc(Cl)ccc21 (centres undefined),97,108,93,94,103,x,79,110
N#CCc1nc(Cl)cc(Cl)n1,107,98,110,101,107,117,93,104
CCCNC(C)C(=O)Nc1ccccc1C (centres undefined),110,114,107,94,98,x,97,101
CC(Sc1nc2ccccc2c(=O)n1CCc1ccc(S(N)(=O)=O)cc1)C(=O)c1ccccc1 (centres undefined),95,111,92,81,92,93,93,107
CN(C)c1ccc(Cc2cc(-c3ccccc3)nn(Cc3ccccc3)c2=O)cc1,109,97,95,78,94,83,84,91
CN(C)c1nc2ncnc(N(C)C)c2[nH]1,102,88,97,88,103,42,73,105
COC(=O)C1=C(C)NC(C)=C(C(=O)OCc2ccccc2)C1c1cccc(C#N)c1 (centres undefined),67,86,76,72,72,90,65,68
CC1CCCC(O)(C[N+](=O)[O-])C1 (centres undefined),92,98,96,94,97,53,83,90
CN1C(=O)[C@@]2(Oc3ccccc3[C@H]3CC(c4ccc(Br)cc4)=NN32)c2ccccc21,105,107,102,95,109,98,95,101
O=C(CSc1nnc(-c2ccc3nc(-c4ccccc4)[nH]c3c2)o1)Nc1ccc(C(=O)/C=C/c2ccccc2)cc1,97,114,109,103,102,96,113,100
Nc1cc(C(F)(F)F)ccc1F,97,98,97,99,90,95,86,97
OCC1(CO)CCCO1,104,94,106,93,109,88,92,101
Cc1nn2c(-c3nc4c(C)c(C)ccc4[nH]3)c(-c3ccccc3)nc2s1,97,96,88,98,101,79,109,98
C[C@H]1[C@H](C)CC[C@]2(C(=O)O)CC[C@]3(C)C(=CC[C@@H]4[C@@]5(C)C/C(=C/c6ccco6)C(=O)C(C)(C)[C@@H]5CC[C@]43C)[C@H]12,-80*[100 µM],-84*[100 µM],-59*[100 µM],-75*[100 µM],-98*[100 µM],-56*[100 µM],-56*[100 µM],-53*[100 µM]
O=C(Nc1cc(Cl)cc(Cl)c1)OCCCl,99,111,87,82,101,83,86,94
c1ccc2c(-c3nccs3)c[nH]c2c1,96,95,97,96,98,x,91,98
NC(=O)CC1CCC(c2ccccc2)CC1 (centres undefined),87,105,96,96,104,113,87,104
COc1ccc(C(C)=C(c2ccc(OCCCN(C)C)cc2)c2ccc(OCCCN(C)C)cc2)cc1,-100*,-95*,-74*,-100*,-100*,-85*,-95*,-97*
Clc1ccc(N/N=C/c2ccc(-n3cccn3)cc2)c(Cl)c1,101,104,91,x,108,92,88,105
CCC(C)c1ccc(CCO)cc1 (centres undefined),99,106,95,105,100,99,125,105
CSc1ncc(Br)c(SCc2ccc(Cl)cc2Cl)n1,97,101,107,x,102,89,110,97
Cc1ccc(S(N)(=O)=O)c(C)c1,97,116,120,85,105,116,83,92
NN1C(S)N=NC1NNC(=S)Nc1ccc(S(=O)(=O)Nc2ccc(Cl)nn2)cc1 (centres undefined),98,115,101,97,105,99,87,97
COc1ccc(/C=C/c2nc3ccccc3n3c(-c4cccc([N+](=O)[O-])c4)nnc23)cc1,-87*,-85*,-16*,-91*,-97*,76,-2.2*,15
OCCNCCNc1c2ccccc2nc2cc(Cl)ccc12,68,73,72,68,46,59,121,x
CNc1nc(Cl)ncc1C,109,105,103,105,100,109,103,113
CCOC(=O)NNC(=S)Nc1ccccc1,99,113,103,92,105,95,95,98
N#CC1(C#N)C(c2cc(=O)[nH]c(=O)[nH]2)OC23CCCCC2C1(C#N)C(=N)O3 (centres undefined),107,116,93,105,102,113,93,101
COc1ccc(/C=C/C=C\C(=O)c2ccc(N3CCN(C)CC3)cc2)cc1,81,66,92,88,79,70,80,95
Cc1cc2ncn(C(=O)/C=C/c3ccccc3)c2cc1C,62,73,87,65,75,99,59,93
C=C(C)[C@@H]1CC[C@]2(C(=O)N[C@@H](Cc3cc4ccccc4[nH]3)C(=O)OC)CC[C@]3(C)[C@H](CC[C@@H]4[C@@]5(C)CCC(=O)C(C)(C)[C@@H]5CC[C@]43C)[C@@H]12,62[100 µM],51[100 µM],61[100 µM],39[100 µM],57[100 µM],69[100 µM],53[100 µM],61[100 µM]
CN1C[C@]2(NC(=S)N(Cc3ccccc3)C2=O)[C@]2(C1)C(=O)NC1C=CC(Cl)=C[C@H]12 (some centres undefined),103,96,95,x,x,100,90,101
Cn1c2nc3ccccc3c-2cc2ccccc21,39,43,57,19,21,21,82,45
CC(=O)NC(CCC(=O)c1ccccc1)C(=O)O (centres undefined),91,105,101,102,108,99,90,101
O=C1c2cccc3c(-c4ccc5ncn(C6CCCCC6)c5c4)ccc(c23)C(=O)N1Cc1ccccc1,98,99,85,61,89,91,77,89
C1=C\c2ccc(c(-c3nnc(Nc4cccnc4)o3)c2)/C=C\c2ccc/1cc2,103,100,97,91,94,x,95,97
N=c1nc(N)n(N)c2nc3c(cnn3-c3ccccc3)c(=O)n12,101,109,109,98,115,132,112,102
O=C(c1ccccc1)c1ccc(-c2ccc(O)cc2)cc1,80,-4.3*,67,103,50,65,44,60
O=C(N/N=C/c1ccc(-c2ccc(O)cc2)s1)c1[nH]c2ccc(Br)cc2c1-c1ccccc1,-57*,-29*,29,37,-2.5*,-8.6*,-13*,20
N#CC(c1ccccc1)[N+](=O)[O-] (centres undefined),100,112,103,95,99,94,88,92
O=c1onc(-c2cc3ccccc3nc2Cl)n1-c1ccc(Cl)cc1,89,105,95,61,92,121,63,x
COc1cc(-c2cc(-c3ccccc3)nc3nc(N)nn23)cc(OC)c1OC,96,103,110,78,87,86,88,97
O=C(Nc1cccc(-c2nc3ccccc3c(=O)[nH]2)c1)c1ccc(Br)cc1,100,100,100,80,93,101,83,102
Cn1c(=O)c(-c2ccc(O)cc2)cc2c(N)ncnc21,78,67,83,69,73,67,x,85
CCCCNC(=O)c1ccc2c(c1)nc(-c1ccccc1)n2C1CCCCC1,105,120,104,109,102,101,114,110
Cc1ccc(S(=O)(=O)CCCCl)cc1,100,101,99,97,99,x,96,96
Nc1nn2c(-c3cc4cc(Br)ccc4oc3=O)ccnc2c1N=Nc1ccc(Br)cc1,-71*,-31*,27,4.0*,11,-4.2*,7.9*,-1.7*
NC(=O)C(=CNC(=S)N=Nc1c(O)[nH]c2ccccc12)C(N)=O,103,118,103,95,94,88,85,102
# Continued:
SMILES,SF-539,RXF 393,SF-268,CAKI-1,ACHN,A498,SNB-75,SNB-19
CCN1CCN(c2ccc(Nc3ncc4ccc5ncn(C(C)C)c5c4n3)nc2)CC1,-76*,-85*,-34*,-11*,2.8*,-62*,-66*,9.3*
O=C(Nc1nc(-c2cccnc2)nc2c1sc(=S)n2-c1ccc(F)cc1)C(F)(F)F,97,104,101,x,106,104,99,99
O=C(c1ccc(Cl)cc1)C1Oc2ccccc2C1O (centres undefined),99,109,98,88,97,91,18,97
COc1ccc(/C=C/C=C/C(=O)c2ccc(NC(=O)Nc3ccc([N+](=O)[O-])cc3)cc2)cc1,80,100,74,44,28,81,73,65
CC/C(=C(/c1ccc(OCCN(C)C)cc1)c1ccc(OC(=O)CCCCCCCCC(=O)c2c(C)[nH]c(/C=C3\N=C(c4ccc[nH]4)C=C3OC)c2C)cc1)c1ccccc1,83,69,72,47,88,x,65,81
O=C(O)C(Cc1ccccc1[N+](=O)[O-])N1C(=O)c2ccccc2C1=O (centres undefined),87,116,x,x,93,x,86,111
CC1(C)C2CCC1(C)C(S)C2 (centres undefined),101,106,103,117,109,x,95,101
CCCC/C(=C\c1ccc(O)c(O)c1)C(=O)NC(Cc1ccccc1)C(=O)C(=O)NCCc1ccc(OC)cc1 (centres undefined),92,96,92,97,96,86,87,91
CCC(CC)c1ccccn1,107,110,100,93,99,106,91,102
CCN(CC)c1ccc(/C=N/NC(=O)CSc2nc3ccccc3c(=O)n2CCc2ccc(S(N)(=O)=O)cc2)c(O)c1,23,44,32,36,29,x,59,54
Cc1cc([N+](=O)[O-])ccc1N=O,105,124,100,87,102,108,95,110
Cc1c(C(N)=O)cc([N+](=O)[O-])cc1[N+](=O)[O-],97,x,109,97,99,93,96,117
c1cnc2[nH]cnc2n1,108,110,102,89,106,108,90,111
CC(=O)/C=C/c1ccco1,103&101,97&114,94&100,90&99,100&100,67&106,82&98,97&102
OCc1cccc(F)c1,111,68,97,34,-0.3*,111,102,92
Cc1n[nH]c2ccc([N+](=O)[O-])cc2c1=O,105,129,103,95,104,109,105,100
COc1ccc2nc(N/N=C(\C)c3ccccn3)cc(C)c2c1,-91*,x,-2.1*,-3.7*,-14*,-65*,-7.4*,24
CN1CCc2c(sc3ncnc(N/N=C/c4ccc(Cl)cc4Cl)c23)C1,-95*,-42*,36,-62*,-67*,28,-50*,27
Cc1ccc(-c2ccnc3c(C#N)c(Nc4ccccc4)nn23)cc1,101,67,106,90,105,x,98,103
CCc1c2c(c(C)c3c1oc1cc(OC)ccc13)C(=O)N(O)C2=O,100,117,100,106,96,103,119,96
NC(=O)/[N+]([O-])=C\c1ccc(/C=[N+](/[O-])C(N)=O)cc1,99,116,97,93,102,97,90,93
Cc1ccc(N=Cc2ccccc2O)cc1C,108,99,107,99,108,108,97,107
CC(=O)Nc1nc(C)c(C(=O)NNC(=O)NC2CCCCC2)s1,107,120,106,115,97,92,106,98
CC(C)Cc1ccc(C(C)c2nn3cc(-c4ccccc4)nc3s2)cc1 (centres undefined),94,91,95,95,98,95,90,94
COc1ccc(/C=N/NC(=O)c2c(N)nn(C)c2Nc2ccccc2)cc1Oc1ccccc1,96,87,94,87,96,99,88,88
NC(=O)Nc1ccc2ncnc(Nc3cccc(O)c3)c2c1,109,111,85,85,103,77,102,93
C[C@@H](Nc1c(C#N)cnc2ccc(-c3cnc(N)nc3)cc12)c1ccccc1,3.0*,-4.3*,16,1.8*,6.6*,-38*,-13*,26
CC(C)CCn1c(=O)c2c(ncn2C)n(C)c1=O,91,109,97,91,106,x,83,104
O=C(Nc1ccc(F)cc1F)c1cc(I)ccc1O,13,-1.1*,16,-17*,11,-33*,-2.4*,17
Cc1ccc(-c2nc3nc(-c4ccc(Br)cc4)nc(N4CCCNCC4)c3o2)cc1,3.8*,87,99,-51*,-95*,81,96,-47*
Nc1[nH]n(-c2ccccc2)c(=O)c1/C=N/C(=S)N=Nc1c(O)[nH]c2ccccc12,114,109,94,99,96,97,84,100
Cn1cnc([N+](=O)[O-])c1N1c2ccncc2Sc2ccncc21,96,100,101,86,76,93,233,95
CCCn1c(=S)sc2c(N/N=C/c3ccc(Cl)cc3)nc(C)nc21,92,102,99,82,53,102,99,91
